Screening results deposited in PubChem BioAssay by The Scripps Research Institute Molecular Screening Center.
TTR transcr act: TTR transcription activation, primary screen; activation, % at 16.7 µM; 92,000 tested, 1.3% active; AID 1117267; SH-SY5Y TTR promoter Gaussia luciferase, luminescence; 100% = recombinant luciferase protein wells;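 active = activation above the mean of all tested compounds plus 3 SD, cut at about 9.5% in these data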;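 also: cells exposed to compounds for one day before reading; 0% = median of all test compound wells on the plate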
An asterisk follows results filed as active. A portion of the library; rates above refer to the full screens.

The opening five compounds, to show the layout:
SMILES	TTR transcr act
CCOC(=O)c1nc(C(=O)NCc2ccc(C)cc2)nc2ccccc12	0.7
O=C(CCNC(=O)c1ccc(Br)cc1)NCc1ccccc1F	0.4
CCn1cc(CNC(=O)c2cc([N+](=O)[O-])c(C)c([N+](=O)[O-])c2)cn1	1.8
O=C(CN1C(=O)N/C(=C\c2ccccc2OCc2ccc(C(=O)O)cc2)C1=O)Nc1ccc(F)cc1	-1.8
Cc1cccc(N(C(=O)c2snc(C(N)=O)c2N)C(C(=O)NCc2ccccc2)c2ccncc2)c1 (stereo not drawn)	-2.5

The listing (from the top)
SMILES	TTR transcr act
CCOC(=O)c1nc(C(=O)NCc2ccc(C)cc2)nc2ccccc12	0.7
O=C(CCNC(=O)c1ccc(Br)cc1)NCc1ccccc1F	0.4
CCn1cc(CNC(=O)c2cc([N+](=O)[O-])c(C)c([N+](=O)[O-])c2)cn1	1.8
O=C(CN1C(=O)N/C(=C\c2ccccc2OCc2ccc(C(=O)O)cc2)C1=O)Nc1ccc(F)cc1	-1.8
Cc1cccc(N(C(=O)c2snc(C(N)=O)c2N)C(C(=O)NCc2ccccc2)c2ccncc2)c1 (stereo not drawn)	-2.5
CC(CCc1ccccc1)NC(=O)CNC(=O)c1ccccc1Br (stereo not drawn)	0.2
Cc1cccc(OCC(O)Cn2c(=N)n(Cc3ccccc3)c3ccccc32)c1 (stereo not drawn)	-0.2
CCC1CCCCN1S(=O)(=O)c1ccc2c(c1)CCN2C(=O)C1CCC1 (stereo not drawn)	-3.3
O=C(Nc1nc2ccccc2s1)c1cccc(N2C(=O)CCC2=O)c1	-0.5
COc1ccc(C2OC(=O)CC2C(=O)NCc2ccc(F)cc2)cc1OC (stereo not drawn)	-1.4
CO[C@H]1CN(C)C(=O)c2ccc(NC(=O)NC(C)C)cc2OC[C@H](C)NC[C@H]1C	1.6
CC(NC(=O)C(C)(C)C)C(c1cccs1)N1CCN(Cc2ccccc2)CC1 (stereo not drawn)	0.0
Cc1cc(C)cc(C(=O)NCC(=O)OCc2c(C)noc2C)c1	3.5
CC1CCN(c2ccc(C(F)(F)F)cc2N)CC1	2.4
CN1CCc2nc(SCC(=O)Nc3ccc(OC(F)(F)F)cc3)c(C#N)c(-c3cccs3)c2C1	2.7
Cc1ccccc1OCC(O)Cn1c(NCc2ccccc2)nc2c1c(=O)[nH]c(=O)n2C (stereo not drawn)	0.4
COc1cc(C(C[N+](=O)[O-])c2c(C)cc3ccccn23)ccc1O (stereo not drawn)	0.1
CCOC(=O)c1nc(Nc2cc(C)cc(C)c2)c2ccccc2n1	-0.1
COc1ccc(CN2CCn3ncc(C(=O)Nc4cccc(C)c4)c3C2=O)cc1	0.1
C[C@@H]1CN([C@H](C)CO)C(=O)CCCn2nncc2CO[C@H]1CN(C)C(=O)Nc1ccc2c(c1)OCO2	0.3
O=C(COC(=O)c1ccccc1)NC1CCCC1	2.3
COc1ccc(-n2ncc3c2CC(C)(C)CC3NC(=O)CCN2CCCC2=O)cc1 (stereo not drawn)	0.9
Clc1ccc(OCCn2ccnc2)c(Cl)c1	1.5
O=C(Cc1ccccc1Cl)Nc1cccnc1	-2.3
CC(NC(=O)c1cccc(S(=O)(=O)N2CCN(C)CC2)c1)C1CC2CCC1C2 (stereo not drawn)	1.7
Cc1cccc(NC(=O)CNC(=O)c2cn(Cc3ccccc3)nc2-c2cccnc2)c1C	1.7
C/C=C\C=C/C(=O)Nc1cccc(C2=NOC3(C2)C[C@@H](C(N)=O)N(C(=O)C2(C)CC2)C3)c1 (stereo partly drawn)	11*
CCCCc1n[nH]c2c1/C(=N/OCC)CC(C)(C)C2	-0.8
CCC(=O)Nc1cccc(-n2nnnc2SCC(=O)N(C(C)C)C(C)C)c1	-0.6
COc1ccc(CCNC(=O)c2ccccc2Cl)cc1OC	-0.1
COc1ccc(N2CCN(CCN3C(=O)c4ccccc4C3=O)CC2)cc1	1.7
COc1cccc(CNC(=O)COC(=O)c2ccc(-c3ccc(O)cc3)cc2)c1	1.4
O=C(COc1ccc([N+](=O)[O-])cc1)NCCc1nc2ccccc2[nH]1	4.2
COc1ccc(NC(=S)NCCCN2CCCC2=O)c(OC)c1	2.5
CCOC(=O)Cn1cc(/C=N/NC(=O)c2cc3ccccc3o2)c2ccccc21	-1.6
CCOC(=O)c1cccc(NC(=O)c2ccc(F)cc2F)c1	-1.2
O=C(/C=C/c1ccc[nH]1)c1ccc(F)cc1	0.9
CCOC(=O)C1Nc2c(cc(C(F)(F)F)cc2[N+](=O)[O-])C2c3ccccc3CC12 (stereo not drawn)	-2.1
CCOc1nc(C)ccc1-c1noc(-c2cccnc2)n1	-1.0
Cc1cc(-c2nn(-c3ccccc3F)cc2CN2CCCC(CO)C2)c(C)s1 (stereo not drawn)	1.8
Cc1ccccc1/C=C/C12NC(=O)CN1c1ccccc1C2(C)C (stereo not drawn)	-0.4
COc1ccc(NC(=O)CN2C(=O)c3cccc4cccc2c34)c(OC)c1	3.4
COc1cc(C(=O)N2CCN(C(=O)c3ccco3)CC2)cc(OC)c1OC	-3.2
Cc1ccc(OCC(=O)N2CCCCCCC2)cc1	0.1
COc1cc2ncnc(NCCCN3CCOCC3)c2cc1OC	-0.1
CC1CCCN(C(=O)COC(=O)C2=COCCO2)C1 (stereo not drawn)	3.6
CCOC(=O)C1(C(=O)OCC)C(C)CC(=O)N1c1ccccc1OC (stereo not drawn)	0.5
CC(C)(C)OC(=O)C[C@@H]1C/C=C\C[C@H](CC(=O)N(CCO)Cc2ccccc2)C(=O)NC[C@@H](c2ccccc2)OC1=O	-1.9
COCC(=O)c1[nH]c2ccccc2c1C	-1.8
O=C(NC(=O)c1ccccc1N1CCCCC1)Nc1ccc(Br)cc1	23*
COc1ccc(NC(=O)NCCN2CCN(c3ccc(C)cc3)CC2)c(Cl)c1	-0.5
N#C/C(=C(/O)COc1ccc(Br)cc1)c1nnc2n1CCCCC2	-0.4
CC(=O)N1CCN(c2ccccc2NC(=O)COc2ccc(Br)cc2)CC1	-0.8
CCC(C)[C@H](NC(=O)NCCC1=CCCCC1)C(=O)O (stereo partly drawn)	2.9
CC(=O)c1cnc(N(C)C)s1	-0.7
O=C(Nc1cccc(S(=O)(=O)Nc2ccc(Cl)cc2)c1)c1ccc[n+]([O-])c1	1.9
O=C(NCCc1ccc(Cl)cc1)C1CCCN1C(=O)NCc1ccccc1 (stereo not drawn)	-1.0
CCOC(=O)c1sc(=S)n(C)c1NC(=O)c1ccc(OC)cc1	2.2
COc1ccc(S(=O)(=O)N/N=C(/C)c2ccc(C)o2)cc1	1.9
COC(=O)C(=Cc1ccccc1[N+](=O)[O-])C(=O)OC	-0.7

(next part)
SMILES	TTR transcr act
CCCCn1c(=O)c(CC(C)=O)nc2ccccc21	-0.3
O=C(N/N=C/c1ccc([N+](=O)[O-])cc1)c1cccnc1	5.2
Cc1cc(O)cc(=O)n1Cc1ccccc1	4.8
CC(=O)c1ccc(NC(=S)N2CCN(CCO)CC2)cc1	-1.1
COC(=O)c1c(C)[nH]c(C(=O)COC(=O)CCc2ccc(OC)c(OC)c2)c1C	0.5
COc1ccccc1NS(=O)(=O)c1cc(NC(=O)c2cccs2)ccc1N1CCCC1	1.1
COc1cccc(CN2CCN(C(=O)c3oc4c(F)cccc4c3C)CC2=O)c1	-0.7
C=CCOc1c(OC)cc(/C=N/Nc2cccc(C(=O)O)c2)c(Br)c1Br	-1.8
Cc1cc(Nc2cc(Cl)cc(Cl)c2)nc(N)n1	0.5
CN(CC(=O)Nc1ccc(F)cc1)C(=O)CN1C(=O)NC2(CCCc3ccccc32)C1=O (stereo not drawn)	-0.1
CC(C)CNC(=O)COC(=O)c1c2c(nc3ccccc13)/C(=C\c1cccs1)CC2	-0.5
O=C(Nc1ccccc1Cl)O/N=C/c1ccc(F)cc1	-1.3
CN(CC(=O)Nc1ccccc1Cl)C(=O)c1ccc(Cl)c(S(=O)(=O)N2CCCCCC2)c1	0.5
C#CCCc1ccccc1/C=[N+](/C)[O-]	3.6
CCOC(=O)C1=C(C)NC(C)=C(C(=O)OCC)C1C(=O)OCC(=O)NCc1ccccc1	0.9
O=P(O)(Cc1ccccc1)Cc1ccccc1	1.2
S=C(NCc1ccccn1)Nc1ccc(Cl)cc1Cl	-1.0
COc1ccccc1/C=N/N1CCN(c2ccc(Cl)cc2)CC1	1.3
COc1ccc(CNc2nc3nc4c(c(=O)n3[nH]2)CCC4)cc1	-2.6
Cc1csc(SC(C)C(=O)NC2CCCCC2C)n1 (stereo not drawn)	-1.7
COCC(=O)N[C@H]1C[C@@H]2O[C@@H](CO)CC[C@@H]2O[C@@H]1CCc1ccc(-c2ccccc2)cc1	6.0
COc1ccc(Cc2noc(CN(C)CC(O)c3ccccc3)n2)cc1OC (stereo not drawn)	0.6
COC(=O)CN(c1ccc(C(C)C)cc1)S(=O)(=O)c1c(C)[nH]c(=O)[nH]c1=O	2.8
CC(=O)Nc1cccc(NC(=O)C(=O)NCC(c2ccco2)N2CCc3ccccc32)c1 (stereo not drawn)	0.8
CCCn1c(SCC(=O)Nc2nnc(C(C)C)s2)nc2c1c(=O)n(C)c(=O)n2C	1.4
Cc1ccc(-c2cc(C(=O)Nc3ccccn3)c3ccccc3n2)o1	0.0
COc1cc(-c2cnc3c(NC=O)cc(-c4ccsc4)cn23)cc(OC)c1OC	-2.1
COc1ccc(CCNC(=O)CSc2nc3sc(C(=O)O)c(C)c3c(=O)[nH]2)cc1OC	-0.5
CCOC(=O)C(CC1=CS(=O)(=O)c2ccc(Cl)cc21)(NC(C)=O)C(=O)OCC	-0.6
FC(F)(F)c1ccccc1Cc1c(-c2cccc(Br)c2)nc2ccc(Br)cn12	-0.3
Cc1cccc(C(=O)Nc2ccc(O)cc2)c1	0.7
CCCCN(CCCNC(=O)c1ccc(CS(=O)(=O)c2ccc(OC)cc2)o1)Cc1ccccc1	-0.2
CC(=O)Nc1ccc(Nc2nc(-c3ccccc3)nc3ccccc23)cc1	-3.5
Cn1c(NCCc2ccncc2)nc2cc(-c3cccc(Cl)c3)sc2c1=O	0.4
COC(=O)c1cccc(C23CC4(C2)[C@H](CN(Cc2ccc(C(F)(F)F)cc2)[C@@H]4c2ccccc2)C3c2ccc(C(F)(F)F)cc2)c1 (stereo partly drawn)	4.6
Cn1c(=O)c2c(nc(NCCO)n2C)n(C)c1=O	-2.3
CCCN1CCN(CCCNC(=O)CN2C(=O)c3cccnc3Oc3ccc(C)cc32)CC1	-0.9
CCc1ccc([C@H]2[C@@H]3C(=O)C[C@@H]4C(=O)NC(=O)[C@@H]4[C@@H]3CN2S(=O)(=O)c2ccc(C)cc2)cc1	-1.6
Oc1ccc(CNc2ccc(C(F)(F)F)cc2F)c2cccnc12	0.8
CCc1c(C)nc(SCCOc2ccc(OC)cc2)[nH]c1=O	1.3
O=C(c1cnn(C(=O)c2ccccc2F)c1)c1ccccc1O	1.0
O=C(NNC(=S)Nc1ccccc1)c1cc(-c2cccnc2)nc2ccccc12	-2.0
CCOC(=O)c1c(C)[nH]c(C(=O)OCC(=O)NC2CCS(=O)(=O)C2)c1C (stereo not drawn)	-1.3
O=C(Nc1nnc([C@@H]2C[C@H](O)[C@@H](CO)O2)s1)Nc1cccc(Cl)c1Cl	1.5
O=C(ON=C1CCN(S(=O)(=O)c2ccccc2)CC1)c1ccc(Cl)cc1	0.4
COc1ccc(OC)c(S(=O)(=O)n2nc(-c3ccccc3)cc2N)c1	-0.5
CCOC(=O)C(C)Oc1cccc2c(=O)n(CC(=O)Nc3ccc(OC)cc3)ccc12 (stereo not drawn)	0.3
Cc1cc2nc3c(=O)n(CCc4ccccc4)c(=O)[nH]c3nc2cc1N	-1.3
CCOC(=O)c1ccccc1NC(=O)c1ccc2c(=O)n3c(nc2c1)CCCCC3	2.9
COc1ccccc1NC(=O)NC1CCS(=O)(=O)C1 (stereo not drawn)	2.2
O=C(C1=C[C@@H](C2CCCCC2)C[C@@H](OCCCCO)O1)N1CCN(Cc2ccccc2)CC1	-1.3
C=CCn1c(Cc2ccc(OC)cc2)nnc1SCc1nc2ccccc2c(=O)[nH]1	0.5
COc1cc(OC)c(/C=N/NC(=O)COc2cccc3cccnc23)c(OC)c1	-1.7
COc1ccc(CCNC(=O)COC(=O)C23CC4CC(CC(Br)(C4)C2)C3)cc1	-1.8
Cc1cc(C)n(C(C)CC(=O)Nc2ccc3c(c2)OCCO3)n1 (stereo not drawn)	3.6
Cc1cc(C)c(C#N)c(SCC(=O)CC(=O)OC(C)C)n1	-0.1
CC1CCCCC12NC(=O)N(CC(=O)OCC(=O)N(C)C1CCCCC1)C2=O (stereo not drawn)	-1.0
COCc1nnc(NC(=O)C2CC(=O)N(CCc3ccc(F)cc3)C2)s1 (stereo not drawn)	-0.6
COc1ncnc2c1ncn2CCCN1CCN(Cc2cccc3ccccc23)CC1	0.6
O=C(CN1CCN(Cc2ccc(Cl)cc2)CC1)N/N=C/c1cccc(F)c1	1.9

The list goes on:
SMILES	TTR transcr act
c1ccc(-n2cccc2)c(N2CCCCC2)c1	2.3
CCC(=O)N1CCc2cc(Br)cc(S(=O)(=O)CCC(=O)N(CC)CC)c21	-1.6
CC(C)Cc1nc(N2CCC(C(N)=O)CC2)c2nnn(Cc3ccccc3)c2n1	2.8
Cn1cnc([N+](=O)[O-])c1C(=O)Nc1cccc([N+](=O)[O-])c1	0.0

6 compounds from above, sorted by count of non-hydrogen atoms, highest first:
SMILES	TTR transcr act
COc1cc(OC)c(/C=N/NC(=O)COc2cccc3cccnc23)c(OC)c1	-1.7
COc1cc(C(=O)N2CCN(C(=O)c3ccco3)CC2)cc(OC)c1OC	-3.2
COc1ccc(OC)c(S(=O)(=O)n2nc(-c3ccccc3)cc2N)c1	-0.5
CC(CCc1ccccc1)NC(=O)CNC(=O)c1ccccc1Br (stereo not drawn)	0.2
Cc1cc(C)n(C(C)CC(=O)Nc2ccc3c(c2)OCCO3)n1 (stereo not drawn)	3.6
O=C(COC(=O)c1ccccc1)NC1CCCC1	2.3
